Compound activity: PubChem, several laboratories
KCNQ1 act – potentiators or activators of human KCNQ1 potassium channel | B-score at 10 µM | CHO-K1 KCNQ1, thallium flux FluxOR fluorescence; hits give high values | 0.35% of 310,000 active;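 active means fluorescence ratio B-score, a plate-corrected score, at least three library SD, with initial intensity B-score within 5 SD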
Target sequence (P51787 whole entry, looked up): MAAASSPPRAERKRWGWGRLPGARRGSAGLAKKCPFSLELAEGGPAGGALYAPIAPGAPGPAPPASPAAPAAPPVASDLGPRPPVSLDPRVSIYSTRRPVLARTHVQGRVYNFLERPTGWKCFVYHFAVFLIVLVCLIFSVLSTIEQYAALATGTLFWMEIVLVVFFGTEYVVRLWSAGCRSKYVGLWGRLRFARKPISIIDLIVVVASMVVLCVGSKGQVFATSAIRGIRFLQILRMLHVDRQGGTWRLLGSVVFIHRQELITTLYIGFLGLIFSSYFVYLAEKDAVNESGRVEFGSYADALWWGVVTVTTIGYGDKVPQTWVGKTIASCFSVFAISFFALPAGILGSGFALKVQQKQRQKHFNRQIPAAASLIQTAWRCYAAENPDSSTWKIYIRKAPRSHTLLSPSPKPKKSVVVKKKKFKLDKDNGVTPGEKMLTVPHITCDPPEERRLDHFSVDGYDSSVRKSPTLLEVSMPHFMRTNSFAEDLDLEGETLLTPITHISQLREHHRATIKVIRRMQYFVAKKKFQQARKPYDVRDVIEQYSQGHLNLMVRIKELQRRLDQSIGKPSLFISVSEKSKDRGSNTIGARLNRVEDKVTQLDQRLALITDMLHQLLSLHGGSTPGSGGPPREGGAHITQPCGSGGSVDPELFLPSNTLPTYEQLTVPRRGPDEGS
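System: CHO-K1 cells stably expressing KCNQ1 / Medium: assay buffer for compound exposure, DMSO matched across wells / Reagent: thallium- and potassium-containing depolarizing buffer / Compound: one concentration, matched DMSO / Incubation: 20 min compound pretreatment at room temperature / Measured by: kinetic FluxOR fluorescence, 10 s baseline plus 110 s post-stimulus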
hERG rescue – compounds protecting human hERG from proarrhythmic drug block. Q12809. CHO-hERG, FluxOR thallium flux, dofetilide IC70 present. activation (rescue from dofetilide block), less the hit threshold, % at 10 µM. 0.51% of 310,000 active;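 active means activation above the mean of controls blocked by dofetilide plus 5 SD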;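 further: thallium influx through hERG after potassium depolarization seen as dye fluorescence rise; in these data hits start at about 4.7%; inactives centre near -7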
KCNK3 block – human KCNK3 channel inhibition, primary screen; CHO-KCNK3 thallium flux, FluxOR fluorescence; hits give low values; B-score at 10 µM; 0.84% of 340,000 active; AID 602410;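 active means B-score under library mean minus 4 SD, starting fluorescence ratio at most library mean plus 5 SD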;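 further: more negative B-score means stronger inhibition of thallium flux through KCNK3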
GSK3A inh – inhibitors of human GSK-3 alpha kinase; inhibition, % at 10 µM; 0.1% of 320,000 active; AID 2650; P49840; ADP-Glo luminescence, 60 min;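 in the data active means inhibition above about 50%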;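 further: GST-tagged GSK-3 alpha with peptide substrate and 25 µM ATP; 0% = DMSO neutral wells and 100% = GW8510 positive control wells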
GSK3B inh – inhibitors of human GSK3beta kinase | P49841 | GST-GSK3beta kinase, ADP-Glo luminescence, 60 min; hits give low values | activity score (negative = inhibition), % at 10 µM | 0.038% of 300,000 active;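 active means more than half of replicate wells score below -50%, meaning over 50% inhibition versus plate controls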;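 further: 0% = median DMSO wells and -100% = median GW8510 positive control wells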
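Test system: GST-tagged human GSK3beta kinase, cell-free; evaluation: activity score scaled between in-plate DMSO and GW8510 controls; measured by: ADP-Glo luminescence; incubation: 60 min reaction, RT; benchmarks: DMSO and 20 µM GW8510; reagent: peptide substrate plus 25 µM ATP (final); medium: Tris/MgCl2 kinase buffer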
PolyA inhibitor – yeast polyadenylation inhibition; S. cerevisiae SKY197-pL101 polyadenylation reporter, beta-gal luminescence; efflux-impaired pdr1/pdr3 knockout yeast; score 100 = 6 SD above DMSO; calls only at 12 µM; 0.02% of 300,000 active; AID 1875;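 active means lowest replicate activity score at least 50, where 100 means six control SD above control mean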;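 further: yeast exposed to compound for 9 h at 30 °C; higher score means more reporter readthrough which indicates perturbed polyadenylation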
RGS4 inh – inhibitors of human RGS4. P49798. HEK293 M3R/RGS4 inducible, Fluo-4 calcium flux; hits give high values; triggered by carbachol at its EC20. B-score at 10 µM. 0.45% of 310,000 active. AID 463165;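 active means B-score, a plate-corrected calcium signal, over three deviations above library mean, with baseline fluorescence within five deviations of library mean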;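 further: RGS4 expression induced by doxycycline in cells with stable M3 receptor; B-score is computed from the integrated fluorescence ratio over baseline after carbachol; higher B-score means a larger calcium signal and so more RGS4 inhibition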
Target sequence (P49798 whole entry, looked up): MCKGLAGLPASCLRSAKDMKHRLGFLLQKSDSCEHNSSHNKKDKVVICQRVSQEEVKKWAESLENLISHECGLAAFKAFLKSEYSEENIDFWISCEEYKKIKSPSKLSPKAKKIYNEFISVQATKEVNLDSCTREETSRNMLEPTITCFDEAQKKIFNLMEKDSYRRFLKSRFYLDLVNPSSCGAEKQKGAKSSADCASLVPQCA
RGS4 act – potentiators or activators of RGS4 | HEK293 M3R/inducible RGS4, carbachol calcium flux Fluo4; hits give low values | B-score at 10 µM | 0.92% of 310,000 active | AID 463111;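 active means B-score of the integrated calcium signal more than 4 SD below the library mean, with starting fluorescence not abnormally high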;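 further: negative B-score means reduced calcium response which marks RGS4 activation or potentiation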
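Material: M3R-expressing HEK293 line, RGS4 induced by doxycycline | Schedule: Overnight RGS4 induction, 30 min dye load 37 °C, 20 min compound RT | Measured by: Fluo4 fluorescence kinetic imaging of calcium | Read-out: Integrated calcium ratio converted to B score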
KCNQ1 block – inhibitors of human KCNQ1 potassium channel. CHO-K1 KCNQ1, FluxOR thallium flux fluorescence; hits give high values. B-score at 10 µM. 1.3% of 310,000 active;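 active means compounds whose thallium flux B-score, printed positive for inhibition, exceeds three library SD while starting fluorescence stays within three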;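 further: channel opened by potassium depolarization with thallium stimulus after 20 min compound exposure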
KCNK9 block – human KCNK9 channel inhibition; AID 488922; 1.2% of 310,000 active; B-score at 10 µM; HEK293 KCNK9, FluxOR thallium flux fluorescence; hits give low values;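 active means ratio B-score over 3 SD below the library mean, with starting fluorescence within 5 SD of its mean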;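 further: negative B-score means less thallium flux so channel inhibition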
DYRK1A inh – inhibitors of rat Dyrk1A kinase | ADP-Glo luminescence, NFATc1 peptide | inhibition, % at 12.5 µM | 0.43% of 310,000 active | Q63470; in the data active means inhibition above about 50%;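 further: plate controls were vehicle with enzyme for no effect and no enzyme for full effect; many of its hits are not listed in these tables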
The depositor's hits bear a star; i = inactive; · = no result given.

Compound,KCNQ1 act,hERG rescue,KCNK3 block,GSK3A inh,GSK3B inh,PolyA inhibitor,RGS4 inh,RGS4 act,KCNQ1 block,KCNK9 block,DYRK1A inh
CSc1ccccc1OCc1cc(C(=O)NCc2ccc(C)s2)no1,i,-12,i,1,-3,i,i,i,i,i,7
CC(C)Oc1cccc(C(=O)C2CCCN(Cc3ccc(Oc4ncccn4)cc3)C2)c1 (stereo not drawn),i,-11,i,-1,5,i,i,i,i,i,·
O=C1/C(=C/c2cccs2)Sc2ccccc21,i,-5,i,·,-1,i,i,i,i,i,-1
CCn1c(=S)sc2c(=O)n(CC(=O)Nc3ccccc3C(F)(F)F)c(C)nc21,i,-5,i,-1,-1,i,i,i,i,i,-1
CC1CC(C)CN(C(=O)Cn2c(=O)n(CCCCC(=O)NCc3ccco3)c(=O)c3ccccc32)C1 (stereo not drawn),i,-5,i,4,6,i,i,i,i,i,-5
COc1cc(CN(C)CC2CCCN(CCc3ccccc3F)C2)cc(Cl)c1OC (stereo not drawn),i,-4,i,-2,-3,i,i,i,i,i,1
CC1Oc2ccccc2N(Cc2ccccc2Cl)C1=O (stereo not drawn),i,-11,i,1,2,i,i,i,i,i,4
Cc1ccc(Cn2nnc3c(=O)[nH]c(C4CCCN(S(=O)(=O)c5ccc(F)cc5)C4)nc32)cc1 (stereo not drawn),i,-3,i,-2,-1,i,i,i,i,i,-9
O=C(Nc1ccc(/C=C/c2nc3ccccc3o2)cc1)c1cccc(C(F)(F)F)c1,i,-3,i,-3,3,i,i,i,i,i,1
Cn1nc([N+](=O)[O-])nc1Sc1nnc(-c2ccccc2)o1,i,4,i,2,4,i,i,i,i,i,1
Cc1ccc(/C=N/c2sc(Cc3ccccc3)c(C)c2C(N)=O)o1,i,-11,i,1,0,i,i,i,i,i,-2
CCOc1ccc(-c2nnn(CC(=O)NCc3ccc(F)cc3)n2)cc1OCC,i,-2,i,-3,2,i,i,i,i,i,-3
O=C(NCCO)c1ccc(Oc2ccc(C(F)(F)F)cc2[N+](=O)[O-])cc1,i,-2,i,0,0,i,i,i,i,i,3
CN(C)c1ccc(-c2nnc(SCC3CCCO3)n2C)cc1 (stereo not drawn),i,-7,i,-1,1,i,i,i,i,i,3
O=C(c1cnn2c(C(F)(F)F)cc(-c3ccccc3)nc12)N1CCCCC1c1cccnc1 (stereo not drawn),i,-3,i,3,-5,i,i,i,i,i,-2
COc1cc(NC(=O)c2c(F)c(F)c(F)c(F)c2F)c(OC)cc1Cl,i,-6,i,1,2,i,i,i,i,i,-6
COc1ccc(C2=CC(=O)CC(c3ccc(OC)cc3)C2)cc1 (stereo not drawn),i,-14,i,-3,-3,i,i,i,i,i,6
CCc1cc(C(=O)c2ccc(C)cc2)c(NC(=O)CCl)s1,i,-9,i,1,2,i,i,i,i,i,2
COc1ccc(NC(=O)CN(C)S(=O)(=O)c2cccc3nsnc23)cc1OC,i,-3,i,1,-2,i,i,i,i,i,0
O=C(c1ccc(S(=O)(=O)NCC2CCCO2)cc1)N1CCN(c2ccccc2)CC1 (stereo not drawn),i,-2,i,-1,1,i,i,i,i,i,-1
CCc1ccc(NC(=O)CN(c2ccc(OC)cc2)S(=O)(=O)c2c(C)nn(C)c2C)cc1,i,-9,i,1,0,i,i,i,i,i,-4
COc1ccc(Cc2nc(-c3ccccc3)no2)cc1,i,-4,i,0,-2,i,i,i,i,i,-3
CC(Oc1ccc2c(-c3ccccc3)cc(=O)oc2c1)C(=O)NCCN1CCOCC1 (stereo not drawn),i,-7,i,1,2,i,i,i,i,i,·
CCCN1C2CCCC1CC(NC(=O)c1cc(OC)cc(OC)c1)C2 (stereo not drawn),i,1,i,·,2,i,i,i,i,i,-1
O=C(OCc1ccc(F)cc1)c1cc(S(=O)(=O)N2CCCCC2)ccc1N1CCOCC1,i,-10,i,0,-1,i,i,i,i,i,-1
CCOc1ccc2nc(NC(=O)c3cccnc3)sc2c1,i,-3,i,-2,3,i,i,i,i,i,3
CCOc1cc(NC(=O)C2CCCO2)c(OCC)cc1NC(C)=O (stereo not drawn),i,-9,i,-1,4,i,i,i,i,i,0
CCOC(=O)Cc1c(C)nc2c(C#N)c(C)nn2c1C,i,-8,i,-1,-6,i,i,i,i,i,-8
COc1cccc(OC)c1C(=O)NC(=S)Nc1ccc2c(c1)Cc1ccccc1-2,i,-4,i,0,-2,i,i,i,i,i,-1
CC1CCCCN1C(=O)CSc1nnc(-c2ccccc2O)o1 (stereo not drawn),i,-8,i,0,-3,i,i,i,i,i,-4
N/C(=N\OC(=O)CCCOc1ccc(Cl)cc1Cl)c1ccccn1,i,-8,i,-3,1,i,i,i,i,i,·
CCC(=O)N(C)CCc1cc2c(c(OC)c1/C=N/NC(=O)[C@H]1C[C@@H]1c1ccccc1)OCO2,i,-8,i,4,1,i,i,i,i,i,·
C[C@@H]1CN=C2N(CCNC(=O)CCC3CCCCC3)[C@H](Cc3ccc(O)cc3)CN21,i,-7,i,·,2,i,i,i,i,i,1
O=C1C2C3C=CC(C3)C2C(=O)N1CNc1ccccc1 (stereo not drawn),i,-5,i,-1,0,i,i,i,i,i,1
O=C(Cn1c(C(F)(F)F)nc2ccccc21)c1ccccc1,i,-3,i,2,2,i,i,i,i,i,-11
O=C(CN1CCCCC1)Nc1ccc(S(=O)(=O)N2CCOCC2)cc1,i,-1,i,0,2,i,i,i,i,i,1
c1coc(CN2CN=C(Nc3nc4ccccc4s3)NC2)c1,i,-13,i,1,-2,i,i,i,i,i,2
COc1cccc2c(=O)c(C/C=C(/C)Cl)c(C)[nH]c12,i,-4,i,0,-9,i,i,i,i,i,15
Cc1ccc(C(=O)Nc2nccs2)cc1,i,-13,i,0,1,i,i,i,i,i,·
CC(C)c1ccc(NC2CCCN(C(=O)CN3CCCC3=O)C2)cc1 (stereo not drawn),i,-6,i,1,0,i,i,i,i,i,2
COC(=O)c1ccc(NC(=O)CCOc2ccccc2)cc1,i,-9,i,-3,0,i,i,i,i,i,-7
OCC1(Cc2ccccc2)CCCN(Cc2cn[nH]c2-c2ccccc2)C1 (stereo not drawn),i,-5,i,-2,3,i,i,i,i,i,0
CCOC(=O)N1CCC(=NNC(=O)Cn2ccc(C(F)(F)F)n2)CC1,i,-12,i,-1,1,i,i,i,i,i,3
CC(C)CCOP(=O)(c1ccc(N(C)C)cc1)C(Nc1ccccc1)c1ccc(N(C)C)cc1 (stereo not drawn),i,-7,i,1,-1,i,i,i,i,i,7
O=C(CSc1ccc(F)cc1)NCCc1ccc(Cl)cc1,i,-3,i,-1,1,i,i,i,i,i,1
CC1CC(C)CN(C(=O)C2CCN(S(=O)(=O)c3cccs3)CC2)C1 (stereo not drawn),i,-4,i,-3,1,i,i,i,i,i,-4
COC(=O)C1=C(Nc2ccc(C)cc2)C=C(C)C(C(=O)OC)C1c1cccc(OC)c1 (stereo not drawn),i,-7,i,-2,-1,i,i,i,i,i,-3
CN1c2ccc([N+](=O)[O-])cc2C(C)(C)C12C=Cc1cc(C(=O)O)ccc1O2 (stereo not drawn),i,-7,i,-2,5,i,i,i,i,i,1
COc1cnc(-c2ccccn2)nc1N(C)c1ccccc1,i,-6,i,-1,2,i,i,i,i,i,3
Cc1c(C(=O)OCC(=O)N(C)c2ccccc2)cccc1[N+](=O)[O-],i,-20,i,-1,-2,i,i,i,i,i,7
O=S(=O)(c1ccc(Cl)cc1)N1CCC2(CC1)OCCN2S(=O)(=O)c1cccs1,i,-6,i,·,1,i,i,i,i,i,8
O=C(Nc1ccccc1N1CCCCC1)c1cccc([N+](=O)[O-])c1,i,-13,i,0,1,i,i,i,i,i,·
O=C(NCc1cccnc1)C(=O)Nc1ccc([N+](=O)[O-])cc1,i,-3,i,-2,-2,i,i,i,i,i,-12
COc1ccc(/C=N\NC(=O)c2ccc(F)cc2)cc1COc1cc(F)ccc1[N+](=O)[O-],i,-9,i,0,4,i,i,-9.8*,i,i,·
O=C(NCCc1ccccc1)c1cc(-c2ccccc2)c(N2CCOCC2)s1,i,-5,i,1,2,i,i,i,i,i,-5
CSc1ccc(/C=C(/NC(=O)c2ccccc2)C(=O)NCCCn2ccnc2)cc1,i,-9,i,-2,2,i,i,i,i,i,9
O=C(CCn1nc(-c2ccccc2)c2ccccc2c1=O)N1CCN(c2ccccc2)CC1,i,-8,i,-2,2,i,i,i,i,i,6
COc1cc(-c2[nH]nc3c2C(c2ccco2)C(C#N)=C(N)O3)cc(OC)c1OC (stereo not drawn),i,-21,i,47,-29,i,i,i,i,i,2
O=C(CSCc1cccc(Cl)c1)N1CCN(Cc2ccc3c(c2)OCO3)CC1,i,-12,i,1,-1,i,i,i,i,i,1
O=C(NC1CCCCC1)C(c1cccnc1)N(CCc1ccccc1)C(=O)Cc1cccs1 (stereo not drawn),i,-11,i,0,5,i,i,i,i,i,6

Following part:
Compound,KCNQ1 act,hERG rescue,KCNK3 block,GSK3A inh,GSK3B inh,PolyA inhibitor,RGS4 inh,RGS4 act,KCNQ1 block,KCNK9 block,DYRK1A inh
COc1cccc(NC(=O)c2ccccc2NS(C)(=O)=O)c1,i,-7,i,1,2,i,i,i,i,i,10
COc1ccc(CNC(=O)[C@H](C)NC(=O)C2CCN(C(=O)[C@@H](N)CCSC)CC2)cc1,i,-5,i,5,5,i,i,i,i,i,0
C/C=C\C(=O)Nc1cccc(C2=NOC3(C2)C[C@H](C(N)=O)N(C(=O)Cc2ccc([N+](=O)[O-])cc2)C3)c1 (stereo partly drawn),i,-6,i,1,-3,·,i,i,i,i,1
Cc1ccc(-c2csc3ncn(CC(=O)N4CCOCC4)c(=O)c23)cc1,i,-11,i,2,0,i,i,i,i,i,-3

These rows are one share of the data; the hit share may differ from the screen's.
